PglD inh: C. jejuni PglD acetyltransferase inhibitors, primary screen, biochemical, DTNB colorimetric, single point. UDP-N-acetylbacillosamine N-acetyltransferase PglD (Campylobacter jejuni). purified PglD enzyme, DTNB colorimetric CoA detection. inhibition, % at 12.5 µM. 0.098% of 360,000 active; in the data active means inhibition above about 16%, passing the limit was not always enough; inconclusive means no clear call, values can overlap the other calls; further: strong numbers were not always called active
C2C12 statin: suppressors of statin myotoxicity in C2C12 myotubes, primary screen, cell-based, single point, plate reader; C2C12 myotubes + simvastatin, ATP luminescence, 48 h; scaled: DMSO 0, geranylgeraniol control 100; rescue of ATP level, % at 7.49 µM; 0.78% of 330,000 active; AID 602340, 2012;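 active means mean ATP rescue above about 67%, or every replicate alone reaching that limit, limit read from the data, passing the limit was not always enough; inconclusive means no clear call, values can overlap the other calls; inactive means mean under the limit and some replicate under it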;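 further: myotubes were challenged with 10 µM simvastatin during compound exposure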
S100A4 MyoIIA: inhibitors of S100A4-myosin IIA peptide binding, primary screen, biochemical, fluorescence polarization, TAMRA-MyoIIA peptide; Protein S100-A4 (Homo sapiens), P26447; inhibition, % at 10.7 µM; 0.14% of 360,000 active;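 active means mean inhibition of at least 70% across replicates, with every replicate also reaching that level; inconclusive means mean inhibition reaches 70% but some replicates fall short; inactive means mean inhibition below 70%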
Target sequence (P26447 whole entry, looked up): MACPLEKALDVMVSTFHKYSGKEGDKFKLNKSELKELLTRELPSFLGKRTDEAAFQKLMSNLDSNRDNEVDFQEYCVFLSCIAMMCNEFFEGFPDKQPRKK
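Assay system: human S100A4 monomer with TAMRA-labelled myosin IIA peptide / Buffer or medium: Calcium-containing HEPES buffer, pH 7.2 / Reagent: TAMRA-labelled myosin IIA heavy-chain peptide probe, 5 nM / Compound: one dose per compound / Timing: polarization read 5 min after assay mix addition, stable 5–60 min / Benchmarks: neutral control DMSO, positive control TFP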
ERp5 inh: inhibitors of ERp5-driven insulin aggregation, primary screen, biochemical, turbidity, absorbance 650 nm, single point; 90 min; inhibition, % at 9.99 µM; 0.05% of 350,000 active;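 active means mean replicate inhibition above about 25%, with every replicate also reaching it, limit read from the data, passing the limit was not always enough; inconclusive means only one of those two criteria met; inactive means neither criterion met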
Target sequence (Q15084 whole entry, looked up): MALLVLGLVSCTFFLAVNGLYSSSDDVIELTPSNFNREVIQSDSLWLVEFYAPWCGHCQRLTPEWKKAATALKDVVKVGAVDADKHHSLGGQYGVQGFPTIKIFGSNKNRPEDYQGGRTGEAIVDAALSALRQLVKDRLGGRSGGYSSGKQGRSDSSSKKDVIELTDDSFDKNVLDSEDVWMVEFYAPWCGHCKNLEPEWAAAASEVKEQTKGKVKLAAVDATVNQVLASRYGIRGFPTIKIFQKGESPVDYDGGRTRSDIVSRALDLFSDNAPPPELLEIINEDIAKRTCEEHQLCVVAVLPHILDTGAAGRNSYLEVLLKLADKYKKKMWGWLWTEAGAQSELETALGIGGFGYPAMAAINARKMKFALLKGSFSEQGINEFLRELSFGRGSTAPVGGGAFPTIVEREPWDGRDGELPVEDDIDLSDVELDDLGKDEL
E-sel inducer: E-selectin induction in HUVECs, primary screen, imaging, HUVEC, immunofluorescence imaging, single point; activation, % at 7.58 µM; 0.37% of 260,000 active; P16581; AID 686992, 2013; normalized: neutral wells 0, TNF-alpha wells 100;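 active means mean E-selectin-positive cell signal at least 10% of the positive control, reached in at least 60% of replicates, without over 20% cell loss; inconclusive means no rule given, readout overlaps actives, possibly toxicity-flagged; inactive means the rest, including those meeting only one limit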;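 further: in these data hits start at about 27%; measured in HUVEC primary endothelial cells; signal is the percent of cells scored E-selectin positive by PE staining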
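System: HUVEC, human umbilical vein endothelial cells; quantity: 3,000 cells/well; buffer or medium: EGM-2 medium, gelatin-coated wells; dosing: single-point compound dose; detection: immunofluorescence imaging; evaluation: % PE-positive cells; benchmarks: TNF-alpha, DMSO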
SIRT5 block: SIRT5 desuccinylase inhibitors, primary screen, biochemical, fluorescence imaging, single point, set 5; NAD-dependent protein deacylase sirtuin-5, mitochondrial (Homo sapiens), Q9NXA8; Purified SirT5, succinyl-peptide AMC, trypsin-coupled fluorescence; inhibition, % at 15 µM; 1.1% of 330,000 active; AID 652115, 2013; in the data active means inhibition above about 15%; inconclusive means no clear call, values can overlap the other calls
Target sequence (Q9NXA8 whole entry, looked up): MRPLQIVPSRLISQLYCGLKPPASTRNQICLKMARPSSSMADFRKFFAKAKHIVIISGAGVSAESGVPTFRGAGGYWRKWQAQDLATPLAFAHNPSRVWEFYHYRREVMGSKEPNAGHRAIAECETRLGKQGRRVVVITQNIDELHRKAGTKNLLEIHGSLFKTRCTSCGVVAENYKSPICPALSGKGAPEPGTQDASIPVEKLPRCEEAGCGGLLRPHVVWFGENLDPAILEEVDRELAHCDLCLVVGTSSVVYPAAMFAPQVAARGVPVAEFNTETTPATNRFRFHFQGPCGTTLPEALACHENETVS
DENV2 CPE: inhibitors of DENV2 cytopathic effect, primary screen, cell-based, plate reader, single concentration. DENV2-infected cells, cytopathic effect rescue. CPE inhibition, % at 9.99 µM. 1.7% of 350,000 active; in the data active means CPE inhibition above about 20%, passing the limit was not always enough; inconclusive means no clear call, values can overlap the other calls; tested in BHK-21 cells;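 further: 0% = median of neutral control wells and 100% = median of positive control wells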
An asterisk follows results filed as active; ? = inconclusive; . = not tested or not shown; & = joins results of further samples.

Molecule | ERp5 inh | C2C12 statin | PglD inh | SIRT5 block | E-sel inducer | DENV2 CPE | S100A4 MyoIIA
OC[C@H]1O[C@@H](c2nc(-c3cccc4ccccc34)no2)[C@H](O)[C@@H]1O | -3 | -6 | 0 | -3 | 1.3 | -6 | -1
CC(C)NC(=O)Nc1ccc2c(c1)C(=O)N([C@H](C)CO)C[C@H](C)[C@@H](CN(C)Cc1ccccc1)O2 | -1 | 9 | -5 | -2 | -0.2 | 9 | -9
CN1CCN(C(=O)C2=C[C@@H](C3CCCCC3)C[C@@H](OCc3ccc(CO)cc3)O2)CC1 | 0&0 | -11 | -3 | -1&0 | -0.1 | 7&19 | 2&3
COc1cc(C(=O)OCC(=O)Nc2ccccc2)cc2c1OCCO2 | 1 | 7 | -1 | 2 | . | 6 | 1
Cc1ccc(NC(=O)CSc2ccc(Br)cc2)cc1S(=O)(=O)N1CCOCC1 | 0 | . | . | -3 | . | 0 | 14
COc1cc(/C=C(\C#N)c2ccccn2)ccc1OCc1ccccc1 | 3 | . | . | -2 | . | -1 | -3
O=C(Nc1ccc(F)cc1)N1CC(=O)N2[C@@H](CO)[C@@H](c3ccc(Br)cc3)[C@@H]2C1 | 0 | . | . | 4 | 0.2 | -5 | -77
O=C(Cn1c2ccc(F)cc2c2nc3n(c(=O)c21)CCS3)NCC1CCCO1 (configuration not stated) | -1 | 8 | 1 | -6 | . | 14 | -3
COc1ccc(NC(=O)Nc2ccc3c(c2)C(=O)N([C@@H](C)CO)C[C@H](C)[C@@H](CN(C)S(=O)(=O)c2ccc(Cl)cc2)OCCCC[C@H](C)O3)cc1 | 2 | . | 0 | 0 | . | 15 | 3
CC(C)NC(=O)N(C)C[C@@H]1Oc2ncc(C#CC3CC3)cc2C(=O)N([C@H](C)CO)C[C@@H]1C | 1 | 17 | 7 | -3 | -0.6 | -1 | -7
CCC(=O)N1CCCCN2[C@@H](CO)[C@H](c3ccc(C#Cc4ccccc4F)cc3)[C@@H]2C1 | -2 | -26 | 7 | 2 | -0.2 | -18 | 3
CCOc1ccc(N2CC(O)=C(c3nc4ccccc4c(=O)[nH]3)C2=N)cc1 | -3 | . | . | . | . | 3 | 1
O=C(CCNS(=O)(=O)c1ccccc1)NCCSc1ccc(Br)cc1 | 1 | 4 | -3 | 9 | . | -9 | 2
CCN(CC)C(=O)Cn1c(=O)n(-c2ccccc2)c(=O)n1CC(=O)N(CC)CC | 2 | 0 | . | -2 | . | 0 | -1
Cc1ccc(NC(=O)CCN2C(=O)c3ccccc3S2(=O)=O)cc1F | 1 | -15 | -5 | -1 | -0.2 | 1 | -1

Shown field by field: 2 of the compounds above
Cc1ccc(NC(=O)CSc2ccc(Br)cc2)cc1S(=O)(=O)N1CCOCC1
  ERp5 inh: 0
  C2C12 statin: .
  PglD inh: .
  SIRT5 block: -3
  E-sel inducer: .
  DENV2 CPE: 0
  S100A4 MyoIIA: 14

COc1cc(/C=C(\C#N)c2ccccn2)ccc1OCc1ccccc1
  ERp5 inh: 3
  C2C12 statin: .
  PglD inh: .
  SIRT5 block: -2
  E-sel inducer: .
  DENV2 CPE: -1
  S100A4 MyoIIA: -3

Next section
Molecule | ERp5 inh | C2C12 statin | PglD inh | SIRT5 block | E-sel inducer | DENV2 CPE | S100A4 MyoIIA
O=C(O)c1ccc(CCCc2ccccc2)cc1 | 4 | 7 | 6 | 0 | -0.5 | 1 | 3
CC1CCCCN1C(=O)Nc1cccc(C(F)(F)F)c1 (configuration not stated) | 3 | . | . | -3 | . | -4 | 8
CCCCCc1ccc(-c2cn(CCc3c[nH]c4ccccc34)nn2)cc1 | -1 | 33 | -5 | . | . | . | -2
O=C(NC1CCCCCCC1)c1c(Cl)cccc1Cl | 1 | . | . | . | -0.3 | -1 | -4
C[C@H](CO)N1C[C@H](C)[C@H](CN(C)Cc2ccc(C(=O)Nc3ccccc3N)cc2)Oc2ccc(NC(=O)Nc3ccc(C(F)(F)F)cc3)cc2C1=O | 3 | . | . | -2 | 2.3 | 5 | 1
CC(C)(C)c1ccc(C(=O)N2CCN(c3ccc(N4CCOCC4)nn3)CC2)cc1 | 0 | 2 | -8 | -4 | 0.0 | 0 | -1
CS(=O)(=O)Nc1cccc(C(=O)OCCCOc2ccc(F)cc2)c1 | -2 | -1 | -3 | 3 | 0.1 | -1 | -2
CC(C)NC(=O)Nc1ccc2c(c1)C(=O)N([C@H](C)CO)C[C@H](C)[C@@H](CN(C)C(=O)Nc1ccc(C(F)(F)F)cc1)OCCCC[C@@H](C)O2 | -7 | . | -2 | 6 | 0.0 | 19 | 3
COc1ccc(NC(=O)Cn2nc([N+](=O)[O-])c(Cl)c2C)cc1OC | -1 | 12 | 0 | 0 | 0.3 | -11 | -2
COc1ccc(CCNC(=O)Nc2ccc([N+](=O)[O-])cc2)cc1OC | 4 | . | . | -5 | . | 4 | 9
COC(=O)Cn1c(=O)c2c(nc3n2CC(C)CN3Cc2ccccc2)n(C)c1=O (configuration not stated) | -3 | . | . | 0 | . | -1 | -4
COc1cccc(/C=C2\Oc3cc(OCC(=O)N4CCC[C@H]4C(=O)O)ccc3C2=O)c1 | -5 | 6 | 2 | 3 | . | 10 | -4
CCOC(=O)c1c(Nc2ccc(Cl)cc2)sc(/C=C2\C=Nc3ccccc32)c1O | 6 | -108&2 | -5&-1 | . | 0.3 | -5 | 3
COC(=O)C[C@@H]1C=C[C@@H](NS(=O)(=O)c2ccccc2F)[C@H](CO)O1 | 0 | -7 | 2 | 2 | -0.1 | -7 | 4
CC(C)(C)NC(=O)C(c1ccnc2ccccc12)n1c(=O)c(-c2cc3ccccc3[nH]2)nc2ccccc21 (configuration not stated) | 2 | . | . | 3 | 0.8 | 0 | -1

Quoted at random: 2 compounds from above.
Molecule | ERp5 inh | C2C12 statin | PglD inh | SIRT5 block | E-sel inducer | DENV2 CPE | S100A4 MyoIIA
CCOC(=O)c1c(Nc2ccc(Cl)cc2)sc(/C=C2\C=Nc3ccccc32)c1O | 6 | -108&2 | -5&-1 | . | 0.3 | -5 | 3
COc1ccc(NC(=O)Cn2nc([N+](=O)[O-])c(Cl)c2C)cc1OC | -1 | 12 | 0 | 0 | 0.3 | -11 | -2

Next compounds.
Molecule | ERp5 inh | C2C12 statin | PglD inh | SIRT5 block | E-sel inducer | DENV2 CPE | S100A4 MyoIIA
Cc1c(O)nc2ccccn2c1=O | 2 | . | -3 | . | 71* | -2 | 4
C=CC[C@]1(C(=O)N(C)C)N=C(c2ccc(OCCCO)cc2)O[C@H]1c1ccccc1 | 0 | . | 1 | 0 | . | -4 | 1
CCCS(=O)(=O)NC(=O)C1(C)CCCN(C(=O)c2cccc(C(F)(F)F)c2)C1 (configuration not stated) | -4 | 6 | 0 | 1 | 0.8 | 3 | 0
CCOC(=O)N1CCN(C(=O)CCc2ccc(S(=O)(=O)NC(C)C)cc2)CC1 | 0 | -11 | 0 | -4 | . | 2 | 2
Nc1nc(Sc2ccc([N+](=O)[O-])c3nonc23)c2[nH]cnc2n1 | 8 | . | . | . | -0.2 | ? | 10
Cc1cc2nc3n(c2cc1C)CC1CC(C(=O)NCc2ccco2)N(C)C31 (configuration not stated) | 7 | 8 | 5 | -1 | 0.2 | ? | 0
Cc1nc(NC(=O)CSc2nnc(C3CC3)n2N)c(Cl)cc1Cl | 4 | 41 | 2 | -3 | -0.2 | -3 | -7
COc1ccc(Cl)cc1NC(=O)CN(C)CC(=O)Nc1ccccc1-c1ccccc1 | -2 | 10 | -2 | 4 | -1.4 | -1 | 0
COc1ccccc1C(=O)Nc1ccc2c(c1)OC[C@H](C)N(C(C)=O)C[C@H](C)[C@H](OC)CN(C)C2=O | 1 | 1 | -60 | 0 | 0.1 | . | 4
Cc1ccccc1CC(=O)NCCN1CCCCC1 | -4 | -1 | 5 | 0 | . | -5 | -9
COc1ccc(Cl)cc1NC(=O)COC(=O)C1COc2ccccc2O1 (configuration not stated) | 4 | 15 | . | 6 | 0.2 | -9 | -4
C[C@H]1CN([C@@H](C)CO)C(=O)c2cc(NC(=O)C3CCCCC3)ccc2O[C@H]1CN(C)CC1CC1 | 3 | -5 | 1 | -5 | 0.3 | -1 | 18
COc1ccc(S(=O)(=O)N(C)C[C@H]2Oc3ccc(NS(=O)(=O)c4cn(C)cn4)cc3CC(=O)N([C@H](C)CO)C[C@H]2C)cc1 | -4 | 7 | 0 | -5 | 0.0 | -3 | -8
Cc1cc(C(=O)NNc2cc(Cl)ccc2Cl)no1 | 2 | 3 | 0 | -2 | -0.2 | -3 | -7
Cc1sc2nc(-c3cccs3)oc(=O)c2c1C | 0 | -5 | -11 | 13 | . | 14 | 1
O=C(Nc1cc(Cl)ccc1-n1cncn1)c1cccs1 | 4 | 1 | 0 | -2 | . | -3 | 0
Cc1nc2cc(OC3(C)CCN(Cc4ccc(OC(F)(F)F)cc4)C3)ccc2s1 (configuration not stated) | 3 | -2 | -2 | -3 | -0.3 | 1 | 4
COc1cccc(N2CC(C(=O)Nc3nnc(SCC(=O)c4ccccc4)s3)CC2=O)c1 (configuration not stated) | 6 | . | . | -2 | . | -2 | 2
COc1ccc2c3c([nH]c2c1)[C@H](CO)N(Cc1cccc(F)c1)CC31CN(CC2CC2)C1 | -8 | . | . | 3 | -0.2 | ? | -68
CC(=O)NC(c1ccc(F)c(F)c1)c1nc(-c2cnc3ccccc3c2)cs1 (configuration not stated) | -7 | 22 | -6 | . | -0.1 | ? | -1
Cc1noc(C)c1COc1ccccc1C(=O)N(C)Cc1ccc(C(C)(C)C)cc1 | 0 | -17 | -9 | 1 | -0.7 | 13 | -1
Cc1ccc2nsnc2c1NC(=O)COc1ccccc1F | -1 | . | . | -3 | 0.2 | . | 18
CCOC(=O)c1c(C)[nH]c(C(=O)OC(C)C(=O)NC2CCCCC2C)c1C (configuration not stated) | 5 | -2 | 0 | 1 | . | -2 | -19
O=S1(=O)c2cccc3cccc(c23)N1CCBr | 8 | -8 | 1 | 0 | -0.1 | -4 | -5
COC(=O)C1=CO[C@@H](O[C@@H]2O[C@H](CO)[C@@H](O)[C@H](O)[C@H]2O)C2C1C=C[C@@]2(O)CO (some centres not stated) | 7 | 1 | 0 | . | 0.0 | 1 | -5
CO[C@@H]1CN(C)C(=O)c2cc(NC(=O)NC(C)C)ccc2OC[C@@H](C)N(Cc2ccccc2)C[C@H]1C | 0 | 2 | 8 | 3 | -0.4 | 0 | 6
CN(C)S(=O)(=O)c1cccc(C(=O)Nc2n[nH]c(C(F)(F)F)n2)c1 | 0 | -17 | -2 | 1 | 0.3 | -3 | -3
COc1ccc(CNC(=O)C[C@@H]2C[C@H]3c4cc(NS(C)(=O)=O)ccc4O[C@H]3[C@@H](CO)O2)cc1 | -7 | 0 | 3 | 1 | -0.3 | 1 | 65
COc1cc2c(cc1OC)C(C)N(C(=O)c1c(C)noc1C)CC2 (configuration not stated) | 4 | -7 | 1 | -3 | 0.0 | -6 | 8
COc1cccc(N2CCN(C(=O)C3CCN(S(=O)(=O)c4ccc5c(c4)oc(=O)n5C)CC3)CC2)c1 | 0 | -8 | . | 0 | . | 6 | 3
Nc1c(Cl)c(Cl)nc(C(=O)OCC(=O)NC2CCCCC2)c1Cl | 4 | -4 | -2 | -1 | 0.0 | -13 | -10
CCOC(=O)c1cnc2c(C(=O)OC)cccc2c1NCc1cccnc1 | 2 | . | . | -1 | . | 18 | -13

Screens from PubChem BioAssay.

This is a subset (hit frequency here may not be typical).
